PAX8 reporter: PAX8 transcriptional activity inhibition. 360,000 compounds, 1.2% hits. RMG-I TPO-luciferase reporter, SteadyGlo, 24 h. inhibition, % at 12.6 µM;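 active = mean replicate inhibition at least 60% with every replicate also reaching 60%; inconclusive = only one of the two criteria is met; inactive = mean below 60% and not all replicates reaching 60%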;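 note: luciferase light reporting Pax8 driven TPO promoter activity; plate controls were median of neutral control wells for no effect and mitoxantrone controls for full effect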
GSIS activator: GLuc luminescence reporter in INS-1E cells, primary screen for activators of glucose-dependent secretion of insulin | 370,000 compounds, 0.61% hits | AID 743287 | INS-1E GLuc reporter insulin secretion, 2-3 h | activation, % at 16.6 µM;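 active = lowest replicate activation of at least 40%, so every replicate reaches that level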;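 note: 0% = median of neutral control wells and 100% = median of IBMX positive control wells; some compounds called inactive have numbers as strong as hits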
XiGFP reactiv: X-chromosome reactivation activator. XiGFP mouse fibroblasts, % GFP-positive cells imaging, 3 d; cells co-treated with 5-aza-dC sensitizer; scaled so ellipticine positive control = 100%. activation, % at 7.58 µM. 360,000 compounds, 0.055% hits. AID 743238;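 active = mean normalized replicate activation at least 10% and every replicate at or above 10%; inconclusive = only one of the two criteria met; inactive = mean below 10% and not all replicates reach 10%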;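 note: 0% = median of on-plate neutral control wells and 100% = ellipticine 6 µM median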
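Material: SV40-immortalized XiGFP fibroblast cells, line 68-5-11 | Buffer or medium: DMEM containing 5-aza-dC | Dosing: One concentration, pinned | Times: 3 d treatment, 15 min room-temperature fixation | Controls: Ellipticine 6 µM positive control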
DENV2 CPE: inhibitors of DENV2 cytopathic effect; 350,000 compounds, 1.7% hits; CPE inhibition, % at 9.99 µM; AID 651640; DENV2-infected cells, cytopathic effect rescue, plate reader; in the data active = CPE inhibition above about 20%, passing the limit was not always enough; inconclusive = no clear call, values can overlap the other calls; tested in BHK-21 cells;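 note: 0% = median of neutral control wells and 100% = median of positive control wells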
CFTR F508del cor: correctors of CFTR F508del function in bronchial epithelial cells. CFBE cells, YFP halide quenching; stimulated with forskolin plus potentiator P3; % fluorescence drop versus neutral controls. activity (quench increase), % at 7.58 µM. 350,000 compounds, 0.36% hits. AID 720511;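 active = mean added fluorescence quench of at least 8% versus neutral control, with both replicates also reaching 8%; inconclusive = only one of the mean or replicate conditions met; inactive = mean below 8% and not both replicates reaching 8%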;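 note: cells transiently co-express mutant CFTR-F508del with the halide-sensitive YFP; corrector assay measuring rescue of mutant channel to the surface after 24 h compound exposure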
ARNT TACC3 PPI: ARNT/TACC3 interaction disruption. AlphaScreen His-ARNT PAS-B/GST-TACC3 binding, luminescence; TACC3 fragment carries E629A point mutation. inhibition, % at 9.99 µM. 390,000 compounds, 0.66% hits;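 active = mean inhibition of replicates at least 50% and at least half of replicates each reaching 50%; inconclusive = half or more replicates reach 50% but mean below 50%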;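 note: 0% = complete ARNT plus TACC3 wells and 100% = ARNT alone without TACC3; many hits fall short of the cut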
EWS-Fli inh: blocks EWS/Fli oncoprotein-driven transcription; A673 NR0B1-luciferase reporter, viability-normalised; inhibition, % at 12.6 µM; 350,000 compounds, 0.67% hits; AID 651661;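 active = mean inhibition of at least 50% after viability correction, with every replicate also passing that limit; inconclusive = mean reaches 50% but only one of two replicates passes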;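 note: firefly luciferase signal divided by Alamar Blue viability fluorescence both relative to DMSO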
ERp5 inh: ERp5 (human) disulfide isomerase inhibition; Q15084; ERp5 insulin aggregation, absorbance 650 nm, 90 min; inhibition, % at 9.99 µM; 350,000 compounds, 0.05% hits; AID 651711;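 active = mean replicate inhibition above about 25%, with every replicate also reaching it, limit read from the data, passing the limit was not always enough; inconclusive = only one of those two criteria met; inactive = neither criterion met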
Target sequence (Q15084 whole entry, looked up): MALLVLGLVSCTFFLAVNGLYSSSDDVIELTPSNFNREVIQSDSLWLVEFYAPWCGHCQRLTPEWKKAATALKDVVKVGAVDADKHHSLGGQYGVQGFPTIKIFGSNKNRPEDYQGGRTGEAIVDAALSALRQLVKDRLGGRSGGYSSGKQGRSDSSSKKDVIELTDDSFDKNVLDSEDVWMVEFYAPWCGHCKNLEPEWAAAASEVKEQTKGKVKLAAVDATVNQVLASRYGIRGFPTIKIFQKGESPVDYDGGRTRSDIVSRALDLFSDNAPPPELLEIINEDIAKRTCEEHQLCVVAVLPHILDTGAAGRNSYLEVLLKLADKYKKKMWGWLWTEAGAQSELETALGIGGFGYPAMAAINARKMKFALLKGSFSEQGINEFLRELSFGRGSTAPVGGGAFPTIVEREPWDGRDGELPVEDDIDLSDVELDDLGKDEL
* = called active by the depositor; ? = inconclusive; / = no result given; & = joins results of further samples.

SMILES	PAX8 reporter	GSIS activator	XiGFP reactiv	DENV2 CPE	CFTR F508del cor	ARNT TACC3 PPI	EWS-Fli inh	ERp5 inh
O=C(NCCc1cccs1)c1ccc(Cl)cc1	-28	11	0.1	5	-0.4	-2	10	6
Cc1ccc(S(=O)(=O)N(C)C[C@@H]2Oc3c(NS(C)(=O)=O)cccc3C(=O)N([C@H](C)CO)C[C@H]2C)cc1	-3	6	0.2	1	-3.1	-5	-4	-1
CCC1C(=O)N=C(SCC(=O)Nc2nc3ccccc3s2)NC1=O (stereo not drawn)	-5	3	5.1	-4	-2.8	18	-8	3
CCCCn1c(SCC(=O)NC2CCCC2)nc2ccccc2c1=O	0	0	0.1	9	-1.5	-4	13	-5
CCOC(=O)NC(Cc1c[nH]c2ccccc12)C(=O)NCCc1ccc(S(N)(=O)=O)cc1 (stereo not drawn)	18	13	0.2	17	4.7	-3	14	2
CCN(C)C1CN(Cc2cn(CCCC(=O)OC)nn2)S(=O)(=O)C1 (stereo not drawn)	-10	8	0.1	-3	-2.5	/	-9	-1
COc1ccc(OC)c(NC(=O)CSc2nnc(CNC(=O)c3cccs3)o2)c1	2	-2	0.0	0	1.5	5	/	4
CNC(C)C#Cc1c(-c2cc(OC)c(OC)c(OC)c2)noc1C (stereo not drawn)	0	2	0.0	0	2.1	4	7	-2
Cc1cccc(NC(=O)Nc2nnc([C@H]3C[C@H](O)[C@@H](CO)O3)s2)c1	-47	7	0.0	-4	2.8	/	-46	6
COc1ccc(S(=O)(=O)N(C)C[C@@H]2Oc3cc(C4=CCCC4)ccc3S(=O)(=O)N([C@@H](C)CO)C[C@H]2C)cc1	/	-20	-1.0	3	0.4	20	-12	4
COc1ccc(CCC(=O)Nc2ccc(Cl)c(S(=O)(=O)N3CCCC3)c2)cc1	24	-43	-0.1	2	-2.2	-8	-6	4
C/C=C/c1ccc([C@H]2[C@@H](CO)N3C(=O)CN(C(=O)Nc4cc(F)ccc4F)C[C@@H]23)cc1	/	15	0.1	9	-0.7	/	/	-2
C[C@H](CO)N1C[C@H](C)[C@H](CN(C)S(=O)(=O)c2cn(C)cn2)Oc2ncc(-c3cccc(F)c3)cc2C1=O	-21	27	-1.1	7	1.3	24	-13	-5
Cc1c(NC(=O)C(C)n2cc([N+](=O)[O-])cn2)c(=O)n(-c2ccccc2)n1C (stereo not drawn)	18	5	0.0	4	-8.3	-3	7	3
C/C=C/c1ccc([C@@H]2[C@H](CO)N(C(=O)C3CCOCC3)C23CN(C(=O)NC(C)C)C3)cc1	5	4	0.3	-10	1.1	/	-2	2
CC(=O)c1cc2c(cc1NC(=O)c1ccc(-n3nc(C)cc3C)cc1)OCO2	-1	10	-0.1	9	-0.2	-6	-2	0
O=[N+]([O-])c1ccc(Nc2ccc(F)cc2)cc1	-8	-9	0.2	-12	2.4	29	3	0
CCOC(=O)Cc1csc(NC(=O)Cc2ccc(C)cc2)n1	-3	-27	0.0	11	-2.7	-6	6	3
O=C(Nc1ccc(Cl)cn1)C1CCCN(c2ncnc3c2nc2n3CCCCC2)C1 (stereo not drawn)	5	30	0.2	-6	0.5	/	33	0
O=S1(=O)CCN(CCc2ccccc2)CC1	-3	15	0.2	6	-0.1	/	1	-1
C[C@H]1CN([C@@H](C)CO)C(=O)CCCn2cc(nn2)CO[C@@H]1CN(C)S(=O)(=O)c1cccc(C#N)c1	12	14&12	-0.1&0.3	1&-1	-2.1&-0.3	/	0&-1	4&5
Cc1cc(C)nc(NS(=O)(=O)c2ccc(NC(=O)c3ccccc3C)cc2)n1	4	5	0.0	3	1.0	-4	1	1
CC(c1nccs1)N(C)C(=O)CCc1nnc(-c2ccc(-c3ccccc3)cc2)o1 (stereo not drawn)	-37	-7	-0.1	-4	-0.2	-5	-22	1
CC1(C)CC(c2nc(-c3ccccc3)cs2)CCS1 (stereo not drawn)	-37	-5	0.0	2	/	-17	-40	-9
COCC#Cc1ccc(CC[C@H]2O[C@H]3CC[C@H](CO)O[C@H]3C[C@H]2n2cc(C3CC3)nn2)cc1	13	/	/	17	1.0	/	2	-5
Cc1ccc(NCc2ccc([N+](=O)[O-])s2)cc1	17	-6	0.4	-3	-1.1	6	9	0
O=C(Nc1ccc(N2CCCC2)cc1)c1cccc(-c2cc3ccccc3oc2=O)c1	-8	1	-0.1	0	/	2	-19	5
COc1ccc(-c2cc(NC(C)=O)c3ncc(-c4cc(OC)c(OC)c(OC)c4)n3c2)cn1	15	/	1.0	5	4.2	/	65*	5
COc1ccc(/C(C)=N/NC(=O)c2cc(-c3cccnc3)nc3ccccc23)cc1	5	7	0.1	-4	/	/	17	3
COc1ccc(-c2[nH]c(-c3ccccc3)nc2SCC(=O)NC2CCCC2)cc1	19	-15	-0.1	?	-1.3	6	2	16
Cc1ccc(S(=O)(=O)N(C)C[C@H]2OCCCC[C@H](C)Oc3ccc(NC(=O)NC4CCCCC4)cc3C(=O)N([C@@H](C)CO)C[C@H]2C)cc1	-5	10	0.1	-7	0.6	6	3	-9
COc1ccc(S(=O)(=O)N2C[C@H](O)COC[C@H]3O[C@H](CC(=O)NCc4ccc(Cl)c(Cl)c4)CC[C@@H]32)cc1	25	-9	-0.1	6	-0.7	13	6	-3
CC1SCC(=O)N(CC(=O)NC2CCCCC2)C1=O (stereo not drawn)	-7	7	0.0	6	0.3	-3	-7	2
COCCn1c(SCC(=O)N2CC(C)OC(C)C2)nc2c([nH]c3ccccc32)c1=O (stereo not drawn)	/	-3	0.0	-5	0.5	-1	/	3
OCCNCC(O)CN1c2ccccc2Sc2ccccc21 (stereo not drawn)	4	-11	0.0	-2	5.0	-38	13	-10
Cc1noc(C)c1S(=O)(=O)N(C)C[C@@H]1Oc2ccc(NS(C)(=O)=O)cc2CC(=O)N([C@@H](C)CO)C[C@H]1C	-4	5	-0.1	-3	0.6	10	-2	-3
O=C(Nc1cccc2ncccc12)c1ccc(F)cc1	2	3	0.0	3	/	-7	-4	-3
O=C(NC1Cc2ccccc2C1)[C@H]1[C@H](CO)[C@H]2Cn3c(cccc3=O)[C@@H]1N2C(=O)CC1CC1	0	-2	0.4	-2	/	3	-8	5
CCOc1ccc(Nc2ncnc3c2cnn3C)cc1	-25	10	0.0	-2	-1.3	1	-14	4
C[C@H](CO)N1C[C@H](C)[C@H](CN(C)C(=O)CCCN(C)C)OCCCC[C@H](C)Oc2ccc(NS(=O)(=O)c3cn(C)cn3)cc2C1=O	-5	13	-0.8	-2	0.4	-9	-2	5
O=C(C1CCCC1)N1CC(=O)N2[C@H](C1)[C@H](c1ccc(C#Cc3cccc(F)c3)cc1)[C@@H]2CO	/	-20	0.2	-6	0.6	/	-4	0
O=C1CC(c2nc3ccccc3[nH]2)CN1c1ccccc1F (stereo not drawn)	-11	-7	0.0	1	-2.0	-2	0	-1
CN1CCN(S(=O)(=O)c2ccc(NC(=S)NC(=O)C3CCCC3)cc2)CC1	-23	3	0.0	-5	-1.5	1	2	2
Cc1noc(C)c1CSCC(=O)Nc1cc(Cl)ccc1N1CCOCC1	/	33	0.0	-9	-2.6	-1	8	1
CCS(=O)(=O)N1CCCCN2[C@H](CO)[C@H](c3ccc(C#Cc4ccccc4OC)cc3)[C@H]2C1	7	23	-0.1	-5	-1.9	25	/	-1
Cc1ccc(-c2cnc3c(c2)C(=O)N([C@H](C)CO)C[C@H](C)[C@H](CN(C)Cc2ccccc2C(=O)O)O3)cc1	/	15	0.5	10	3.2	-1	-10	-6
O=C(C1CCC1)N1CCN(S(=O)(=O)c2ccc(Br)cc2Cl)CC1	19	5	0.2	-7	-1.4	0	12	-6
COc1ccc(CCC(=O)Nc2ccc(OC)c(S(=O)(=O)N3CCCCC3)c2)cc1	-7	/	-0.2	-3	3.3	/	3	1
Cc1ccsc1C1C(C#N)=C(N)OC2=C1C(=O)CC(C)C2 (stereo not drawn)	3	0	0.0	2	-4.1	-4	0	-1
C[C@H](CO)N1C[C@H](C)[C@@H](CN(C)C(=O)Nc2ccc(F)cc2)Oc2ccc(NS(=O)(=O)c3ccc(Cl)cc3)cc2CC1=O	-1	-14	-0.9	11	1.1	4	-7	-3
COc1ccc(CNc2nc(-c3cccnc3)nn2S(C)(=O)=O)cc1	-2	9	0.6	11	0.3	3	2	2
O=C(c1cccc(NS(=O)(=O)c2cccc(F)c2)c1)N1CCCC1	/	10	0.0	19	-3.2	-19	6	0
Nc1c(C(=O)O)sc2nc3c(cc12)CCCC3	-4	-5	0.0	-6	-1.1	/	-9	2
C[C@@H]1CN([C@H](C)CO)C(=O)c2cc(Br)cnc2O[C@H]1CN(C)C(=O)c1ccccc1	45&-1&-8	-7&5	-0.2&0.6	-10&0&-12	0.0&-0.5&-0.9	3&19	9&-14&-24	-3&4&5
CCOc1ccc(NC(=O)c2ccc(NC(=O)c3ccc(CN4CCOCC4)cc3)cc2)cc1	-2	2	0.1	-2	0.1	-3	4	2
CCCc1ccc2oc(C(=O)N(C)Cc3cnccn3)c(C)c2c1	-52	-20	0.2	?	-2.4	-2	/	8
Cc1ccc(NC(=O)CSCC(=O)OC(C)C(=O)Nc2ccc(S(N)(=O)=O)cc2)c(C)c1 (stereo not drawn)	6	8	0.1	-7	-1.5	-4	-2	9
Cc1cc(C)n(Cc2cccc(F)c2)c(=O)c1C#N	/	13	/	-1	0.6	-18	7	-3
CC(=O)N/C(=C/c1ccc(OS(=O)(=O)c2ccc(C)cc2)cc1)C(=O)Nc1ccc(C(=O)O)cc1	3	12	0.1	7	-2.7	2	9	-7
CCN1CCc2c(sc(NC(=O)Nc3ccc(Cl)c(Cl)c3)c2C(N)=O)C1	2	-7	105*	-1	/	-18	-5	-1
The list goes on:
SMILES	PAX8 reporter	GSIS activator	XiGFP reactiv	DENV2 CPE	CFTR F508del cor	ARNT TACC3 PPI	EWS-Fli inh	ERp5 inh
Cc1cc(C(=O)N/N=C/c2ccc(Cl)c([N+](=O)[O-])c2)c(C)n1-c1ccc(F)cc1	16	13	-0.1	-4	/	-5	3	7
C/C(=N/NC(=O)C1COc2ccccc2O1)c1ccc(Br)s1 (stereo not drawn)	0	16	0.2	6	0.8	7	17	-6
Cc1ccsc1C(=O)OC(C)C(=O)Nc1ccc(Cl)cn1 (stereo not drawn)	/	/	-0.1	-4	-7.8	-4	-6	-1
Cc1nnc(SCC(=O)NNC(=O)c2ccco2)s1	/	1	-0.2	-3	4.1	-6	1	-2
Cc1cc(=O)[nH]c2ccc(S(=O)(=O)NC3CCCCC3)cc12	5	32	0.2	0	-1.8	-2	/	0
CN1CCN(CCCNC(=O)c2cn(C)c3ccc(S(=O)(=O)N(C)C)cc3c2=O)CC1	-4	20	0.2	-6	-1.9	/	-2	?
O=C(NCC1CCCCC1)[C@@H]1[C@@H](CO)[C@@H]2Cn3c(ccc(-c4ccccc4)c3=O)[C@H]1N2	2	6	0.0	0	1.0	-4	-4	3

Single records, from the list above.
O=C(NCC1CCCCC1)[C@@H]1[C@@H](CO)[C@@H]2Cn3c(ccc(-c4ccccc4)c3=O)[C@H]1N2 is listed as PAX8 reporter: 2; GSIS activator: 6; XiGFP reactiv: 0.0; DENV2 CPE: 0; CFTR F508del cor: 1.0; ARNT TACC3 PPI: -4; EWS-Fli inh: -4; ERp5 inh: 3
Cc1nnc(SCC(=O)NNC(=O)c2ccco2)s1 is listed as PAX8 reporter: /; GSIS activator: 1; XiGFP reactiv: -0.2; DENV2 CPE: -3; CFTR F508del cor: 4.1; ARNT TACC3 PPI: -6; EWS-Fli inh: 1; ERp5 inh: -2

Screening results deposited in PubChem by Broad Institute.
